# NPC1 promoter act: qHTS Assay for NPC1 Promoter Activators | Huh7 NPC1 promoter luciferase reporter, 24 h | Potency, µM (doses to about 9.22 µM), for inactives: at the top dose activation, hits mostly activators | 2.4% of 320,000 active;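 further: potency means the concentration at half of the fitted maximal effect; % of control where 0% means no effect; nearly all actives have a fitted effect of over 60% in size; reporter is driven by a mutant NPC1 promoter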
#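 NPC1 promoter–luciferase Huh7 cells; 24 h compound; luminescence.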
# Rab9 promoter act: qHTS Assay for Rab9 Promoter Activators. Huh7 Rab9 promoter-luciferase reporter, luminescence, 24 h. Potency, µM (highest dose often 9.22 µM), inactives show top-dose activation, negative = inhibition, hits mostly activators. 2.8% of 320,000 active. AID 485297, 2010; further: potency means the concentration at half of the fitted maximal effect; % of control where 0% means no effect; nearly all actives have a fitted effect of over 60% in size
#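 Luminescence read-out: Huh7 cells stably expressing Rab9-luciferase, treated 24 h with compound at 37 °C, then lysed with luciferase reagent for 10 min at ambient before reading.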
# PKM2 act: qHTS Assay for Activators of Human Muscle isoform 2 Pyruvate Kinase | purified PKM2, Kinase-Glo ATP luminescence, activation; response scale: 0% is enzyme alone, no compound | Potency, µM (highest dose often 57.5 µM), for the others: top-dose activation, actives largely listed as activators | 0.34% of 260,000 active | AID 1631, 2009; further: potency means the concentration at half of the fitted maximal effect; on the % scale 0 is the no-effect control and ±100 the full control effect; nearly all actives have a fitted effect of over 55% in size
#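 ATP formation by purified human PK-M2, quantified via coupled luciferase luminescence after 1 h at room temperature with 0.1 mM ADP and 0.5 mM PEP final.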
# p53 reactivator: qHTS assay for re-activators of p53 using a Luc reporter | H1299 p53-A138V BP100-luciferase reporter, luminescence, 24 h | Potency, µM (titrated, usually from 92.2 µM), for inactives: at the highest dose activity change, positive = activation, hits mostly activators | 0.063% of 320,000 active | AID 504706, 2011; further: potency means the concentration at half of the fitted maximal effect; % of control where 0% means no effect; nearly all actives have a fitted effect of over 45% in size
#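 p53-null H1299 cells stably carrying temperature-sensitive p53-A138V and a BP100-luciferase reporter were pinned with compounds (4-point, 1:5 series) and held 24 hrs at 37 deg C. Luminescence was read 10 min after detection reagent.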
# Giardia kill: Small Molecules that selectively kill Giardia lamblia: qHTS | Giardia lamblia trophozoite viability | activity change, % at 7.66 µM, hits read low | 0.15% of 340,000 active | AID 540267, 2011; in the data active means activity change below about -80%; inconclusive means between about -30% and that limit;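 further: parasites exposed to compound for two days anaerobically before the ATP read; on the % scale 0 is the no-effect control and ±100 the full control effect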
#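 Each well holds 100 Giardia trophozoites and compound. After two days (48 hrs) at 37 deg C in anaerobic conditions, ATP is quantified by luminescence.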
# ELG1 genotoxic: qHTS screen for small molecules that induce genotoxicity in human embryonic kidney (HEK293T) cells expressing luciferase-tagged ELG1; Potency, µM (titrated, usually from 46 µM), without a hit: at the highest dose activity change, positive = activation, actives largely listed as activators; HEK293T ELG1-luciferase reporter, luminescence, 16 h; AID 504466, 2011; 1.3% of 330,000 active; further: potency means the concentration at half of the fitted maximal effect; % of control where 0% means no effect; nearly all actives have a fitted effect of over 60% in size
#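 Cells (2,000/well) expressing the ELG1-luciferase fusion are dosed by pin tool and kept 16 hr at 37 °C, 5% CO2. Signal comes from ONE-Glo luciferase reagent after 30 min at room temperature.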
# Menin-MLL TR inh: qHTS Assay for Inhibitors Targeting the Menin-MLL Interaction in MLL Related Leukemias: Competition With Texas Red Labeled MLL-derived Mutant Peptide | O00255 | Menin + Texas Red MLL mutant peptide, fluorescence polarization | Potency, µM (top dose mostly 61.6 µM), for the others: at the top dose FP activity change, negative = inhibition, most hits filed as inhibitors | 0.23% of 270,000 active | AID 1768, 2009; active means well fitted inhibition curve with a large enough effect in the polarisation, with a control signal flat, not every such curve was filed as active; inconclusive means small, poorly fitted or top-dose-only effect, or effect the other way, or a change in a side signal; inactive means no such curve, though single readings can be large or run the other way; the % refers to the polarisation; further: potency means the concentration at half of the fitted maximal effect; % of control where 0% means no effect; many of its hits are not listed in these tables
# RORg inh: qHTS for inhibitors of ROR gamma transcriptional activity; Nuclear receptor ROR-gamma (Mus musculus), P51450; Drosophila S2 Gal4-RORgamma UAS-luciferase reporter, 20 h; Potency, µM (doses to about 53.6 µM), inactives show at the highest dose activity change, negative = inhibition, actives largely listed as inhibitors; 5.4% of 310,000 active; further: potency means the concentration at half of the fitted maximal effect; on the % scale 0 is the no-effect control and ±100 the full control effect; nearly all actives have a fitted effect of over 60% in size
# Target sequence (P51450 whole entry, looked up, the tested form may be a part): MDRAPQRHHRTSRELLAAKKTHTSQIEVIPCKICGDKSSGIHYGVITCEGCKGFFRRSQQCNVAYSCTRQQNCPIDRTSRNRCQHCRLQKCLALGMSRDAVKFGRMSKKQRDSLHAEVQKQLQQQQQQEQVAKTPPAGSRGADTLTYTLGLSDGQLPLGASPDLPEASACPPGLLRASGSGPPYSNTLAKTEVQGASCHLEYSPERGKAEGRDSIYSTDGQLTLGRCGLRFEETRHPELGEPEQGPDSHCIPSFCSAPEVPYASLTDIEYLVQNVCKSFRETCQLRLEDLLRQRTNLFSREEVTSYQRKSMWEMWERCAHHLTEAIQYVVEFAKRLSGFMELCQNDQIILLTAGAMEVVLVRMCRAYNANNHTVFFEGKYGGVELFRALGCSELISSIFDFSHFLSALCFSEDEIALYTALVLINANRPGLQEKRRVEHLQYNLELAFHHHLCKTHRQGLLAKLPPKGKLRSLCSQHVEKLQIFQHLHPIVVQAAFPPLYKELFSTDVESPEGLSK
#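 In this cell-based reporter format, copper sulfate (700 uM final) drives Gal4–ROR gamma fusion expression from a metallothionein promoter in Drosophila Schneider cells; compounds preincubated 1 hr, reporter read after 20 hr at ambient temperature.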
# FLuc counter: qHTS profiling assay for firefly luciferase inhibitor/activator using purifed enzyme and Km concentrations of substrates (counterscreen for miR-21 project) | purified FLuc, Km substrates, luminescence inhibition | Potency, µM (series often up to 57.5 µM), without a hit: at the top dose activity change, negative = inhibition, hits mostly inhibitors | 6.9% of 360,000 active;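 further: potency means the concentration at half of the fitted maximal effect; plate controls were vehicle for no effect and reference inhibitor for full effect; nearly all actives have a fitted effect of over 55% in size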
# Target sequence (P08659 whole entry, looked up): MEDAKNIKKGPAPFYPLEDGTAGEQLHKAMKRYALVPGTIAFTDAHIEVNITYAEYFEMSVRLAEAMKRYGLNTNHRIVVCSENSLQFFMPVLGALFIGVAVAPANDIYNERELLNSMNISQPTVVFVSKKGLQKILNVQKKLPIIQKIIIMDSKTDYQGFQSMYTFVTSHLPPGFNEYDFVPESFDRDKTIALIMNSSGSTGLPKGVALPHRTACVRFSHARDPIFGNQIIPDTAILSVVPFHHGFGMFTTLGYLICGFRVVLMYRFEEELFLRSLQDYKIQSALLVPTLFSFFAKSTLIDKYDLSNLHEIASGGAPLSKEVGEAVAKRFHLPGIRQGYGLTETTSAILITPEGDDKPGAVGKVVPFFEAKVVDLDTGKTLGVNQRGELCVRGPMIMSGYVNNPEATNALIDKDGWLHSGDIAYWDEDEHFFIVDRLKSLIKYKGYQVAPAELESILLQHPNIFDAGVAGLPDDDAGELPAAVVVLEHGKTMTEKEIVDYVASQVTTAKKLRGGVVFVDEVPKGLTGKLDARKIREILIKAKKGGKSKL
#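 Purified P. pyralis luciferase, 10 nM final, with Km-level 10 uM D-luciferin and 10 uM ATP in 50 mM Tris acetate pH 7.5, 10 mM Mg acetate, 0.01% Tween-20, 0.05% BSA; 6-point qHTS titration about 60 µM downward; luminescence read.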
# VP16 counter: VP16 counterscreen qHTS for inhibitors of ROR gamma transcriptional activity | Drosophila S2 Gal4-VP16 UAS-luciferase, luminescence, 20 h | 3.5% of 310,000 active | Potency, µM (doses to about 53.6 µM), for the others: at the highest dose activity, negative = inhibition, hits mostly inhibitors;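 further: Gal4-VP16 expression switched on by copper sulfate through the metallothionein promoter; potency means the concentration at half of the fitted maximal effect; on the % scale 0 is the no-effect control and ±100 the full control effect; nearly all actives have a fitted effect of over 50% in size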
# BRCA1 expr up: qHTS Assay to Identify Small Molecule Activators of BRCA1 Expression. 1.1% of 380,000 active. MCF7-BRCA1-FFLuc reporter, luminescence, 48 h; response scale: scaled: vehicle 0%, 10 µM genistein 100%. AID 624202, 2012. Potency, µM (titrated, usually from 46.1 µM), for the others: top-dose activation, most hits filed as activators; further: potency means the concentration at half of the fitted maximal effect; nearly all actives have a fitted effect of over 80% in size; some results filed as inactive show a strong effect at the top dose
#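 First, MCF7-BRCA1-FFLuc cells (2000/well) attach for 2 h; next, compounds are pin-added and incubated 48 h at 37 °C; finally, luciferase reagent is added and luminescence read after 15 min.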
# An asterisk follows results filed as active; ? = inconclusive; . = no result given; [ ] = dose if it differs, or a comment. Unless noted, the call rests on the fitted dose curve; in most records, active means well fitted curve in the direction sought with a large enough effect; inconclusive means small, poorly fitted or top-dose-only effect, or another doubt; inactive means no such curve, though single readings can be large; an effect the other way counts as inactive or inconclusive.
[1] CCCCc1cc(=O)oc2cc(OC(C)C(=O)NCCN3CCOCC3)c(Cl)cc12 (configuration not stated)
[2] Fc1ccc2nc3c(nc2c1)CCCC3
[3] N#Cc1ccc(CSc2nnc(-c3cccnc3)n2-c2ccccc2)cc1
[4] NS(=O)(=O)c1ccc(CCNS(=O)(=O)c2cccc3nsnc23)cc1
[5] COc1ccc(COC(=O)C2CCN(S(=O)(=O)c3ccc(C)cc3)CC2)cc1
[6] COc1ccc2c(c1)C(C)=CC(C)(C)N2C(=O)CSc1nnc(-c2ccc(C)cc2)o1
[7] Cc1cc(C)nc(Sc2nc(Nc3ccccc3)nc(Sc3nc(C)cc(C)n3)n2)n1
[8] CCN(CC)S(=O)(=O)c1ccc(NS(=O)(=O)c2cccs2)cc1
Screen / compound no.,1,2,3,4,5,6,7,8
PKM2 act,-1%[0.46 µM],.,-1%,26%,.,-1%,-1%,13%
Rab9 promoter act,-1%,16%,-4%,3%,4%,-4%,-3%,-4%
BRCA1 expr up,9%,0%,-23%,2%,12%,-4%,-31%,14%
FLuc counter,4%,-17%,0%,-3%,8%,5%,-1%,-14%
VP16 counter,1%,-2%,-5%,0%,.,.,?,6%
RORg inh,17%,-2%,-20%[10 µM],3%,.,-16%[0.365 µM],-37%,12%
Giardia kill,-3,11,-6,6,-4,7,6,13
p53 reactivator,-3%,17%,-10%,-3%,5%,3%,?,-2%
NPC1 promoter act,-2%,-5%,2%,-2%,2%,-3%,-1%,5%
Menin-MLL TR inh,-7%,-1%,0%,4%,.,-10%,-14%,19%
ELG1 genotoxic,2%,1%,-1%,0%,3%,-9%,0%,17%

[9] CCN(CC)C(=O)CSc1nc2sc3c(c2c(=O)n1-c1ccc(C)cc1)CC(C)(C)SC3
[10] Cc1cc(C)nc(NC(=NCCc2c[nH]c3ccccc23)NC(=O)c2ccco2)n1
[11] CC(C)(C)c1ccc(NC(=O)Nc2ccc(OCC(=O)N3CCOCC3)cc2)cc1
[12] Cc1ccccc1OCC(=O)NNC(=O)C1CC(=O)N(c2ccc3c(c2)OCCO3)C1 (configuration not stated)
[13] COc1ccccc1-c1cc(C(=O)NC2CCCC2)no1
[14] C#CCNC(=O)C1=C[C@@H](c2cn(C(C)=O)c3ccccc23)C[C@@H](OCCCCO)O1
[15] COc1ccc(CN2CCC(C(=O)NCCc3ccc(OC)c(OC)c3)CC2)c(OC)c1
[16] CCCc1nnc(SCC(=O)NC2CC2)n1C
Screen / compound no.,9,10,11,12,13,14,15,16
PKM2 act,13%,0%,2%,.,-10%,-1%,-6%,-4%
Rab9 promoter act,-1%,-3%,2.2µM*,-2%,?,1%,8%,0%
BRCA1 expr up,-1%,-80%,?,-2%,56%,-44%,-19%,-18%
FLuc counter,4%,0%,0.48µM*,4%,19µM*,2%,1%,-2%
VP16 counter,-3%,-22%,?,.,22%,-3%,1%,2%
RORg inh,21%,1%,?,.,19%,-18%,7%,3%
Giardia kill,2,-7,?,-14,14,6,2,0
p53 reactivator,0%,-1%,26%,-7%,30%,-5%,0%,0%
NPC1 promoter act,1%,9%,3.2µM*,1%,?,10%,-4%,-4%
Menin-MLL TR inh,-2%,?,?,.,-6%,-9%,-7%,-19%
ELG1 genotoxic,-1%,-24%,?,-2%,?,1%,4%,3%

[17] CCO[C@H]1OC(C(=O)N2CCN(C)CC2)=C[C@@H](c2ccc(C(F)(F)F)cc2)[C@@H]1CCCO
[18] COc1cc(NS(=O)(=O)c2ccc(NC(=O)COc3ccc(C)cc3C)cc2)nc(OC)n1
[19] CC(C)C1C(=O)CC(c2ccccc2)NC1c1ccccc1 (configuration not stated)
[20] CCOc1cc(N2CCOCC2)c(OCC)cc1NC(=O)CN1C(=O)NC(Cc2ccccc2)C1=O (configuration not stated)
[21] O=S(=O)(Cc1ccc(Cl)cc1)Nc1ccc(Cl)cn1
[22] c1ccc(-c2csc(-c3cccnc3)n2)cc1
[23] COc1ccccc1NS(=O)(=O)c1cc(NC(=O)C(C)NC(N)=O)ccc1N1CCCC1 (configuration not stated)
[24] C=CCN1C=C2C(=O)C(C)(OC(=O)CCC(=O)OC)C(=O)C=C2C=C1C1CC1 (configuration not stated)
Screen / compound no.,17,18,19,20,21,22,23,24
PKM2 act,1%,-13%,4%[11.5 µM],3%,16%,-21%,.,-4%[11.5 µM]
Rab9 promoter act,-5%,4%,-1%,-6%,1%,?,16%,-7%
BRCA1 expr up,?,-3%,-1%,-7%,0%,33%,-13%,4%
FLuc counter,3%,-10%,-3%,-2%,-10%,19µM*,-2%,-1%
VP16 counter,-1%,-3%,-5%,-9%,6%,-8%,.,-4%
RORg inh,2%,33%,1%,-11%,7%,-2%,.,10%
Giardia kill,-5,2,-7,7,-4,-15,-5,11
p53 reactivator,-1%,-12%,?,6%,-1%,15%,4%,-7%
NPC1 promoter act,-4%,-2%,-2%,2%,0%,17%,-2%,-1%
Menin-MLL TR inh,-10%,16%,?,2%,-2%,7%,.,-21%[11.7 µM]
ELG1 genotoxic,2%,2%,-3%,0%,2%,14%,-4%,1%

[25] CC(C)C(=O)Nc1cccc(C(=O)Nc2cc([N+](=O)[O-])ccc2Cl)c1
[26] CCC(=O)Nc1ccc(/C(C)=N/NC(=O)c2c(-c3ccccc3Cl)noc2C)cc1
[27] Cc1ccc(CNC(=O)C2CCC(=O)N(CCc3ccc(Cl)cc3)C2)cc1 (configuration not stated)
[28] CCc1cccc(OCC(=O)Nc2ccc(C(=O)O)cc2NC(=O)COc2cccc(CC)c2)c1
[29] COc1ccc(N(CC(=O)Nc2cccc(C(C)=O)c2)S(C)(=O)=O)cc1OC
[30] O=c1[nH]c(Nc2ccccc2)cc2ccccc12
[31] COc1ccc(NC(=O)Cn2cc(S(=O)(=O)Cc3ccccc3)c3ccccc32)c(OC)c1
[32] CCOc1ccc2c(c1)C(=O)C(=O)N2CC1COc2ccccc2O1 (configuration not stated)
Screen / compound no.,25,26,27,28,29,30,31,32
PKM2 act,-5%,0%,1%,-1%,-2%,-19%,1%,.
Rab9 promoter act,-10%,-6%,?,-2%,-2%,1%,-2%,0%
BRCA1 expr up,1%,-3%,35%,-36%,-11%,-36%,-13%,-22%
FLuc counter,5%,-1%,?,2%,-1%,?,-16%,?
VP16 counter,-5%,-21%,4%,-7%,5%,-4%,16%,-6%
RORg inh,14%,3%,?,2%,20%,3%,38%,3%
Giardia kill,8,12,-2,-15,-22,-1,-1,-20
p53 reactivator,11%,-5%,11%,-12%,-2%,4%,-13%,7%
NPC1 promoter act,-5%,-2%,?,3%,2%,9%,-2%,-11%
Menin-MLL TR inh,?,-3%,-10%,.,13%,25%,?,11%
ELG1 genotoxic,-11%,-5%,13%,2%,1%,-1%,-9%,2%

# Next section, overlapping the part above by 2 compounds.
[31] COc1ccc(NC(=O)Cn2cc(S(=O)(=O)Cc3ccccc3)c3ccccc32)c(OC)c1
[32] CCOc1ccc2c(c1)C(=O)C(=O)N2CC1COc2ccccc2O1 (configuration not stated)
[33] c1cncc(-c2cccnc2)c1
[34] CCN1C(=O)[C@H]2[C@@H](c3ccc(-c4cc(C(C)=O)cs4)cc3)N3CCC[C@@]3(C(=O)OC)[C@H]2C1=O
[35] CCOc1ccccc1NC(=O)Nc1cnccn1
[36] CCc1ccc(NC(=O)C(=O)NCCN2CCN(C(=O)c3ccco3)CC2)cc1
[37] COc1ccc2cc(C#N)c(SCC(=O)N3CCCC3)nc2c1
[38] Cc1ccccc1NC(=S)N(Cc1ccccc1)Cc1cccnc1
Screen / compound no.,31,32,33,34,35,36,37,38
PKM2 act,1%,.,-1%,.,-5%,-14%,7%,0%
Rab9 promoter act,-2%,0%,-1%,-1%,-2%,0%,0%,-2%
BRCA1 expr up,-13%,-22%,-2%,-3%,-1%,0%,11µM*,-21%
FLuc counter,-16%,?,-4%,1%,1%,?,-5%,-1%
VP16 counter,16%,-6%,-2%,.,5%,-11%,15%,22%
RORg inh,38%,3%,-5%,.,5%,?,6%,?
Giardia kill,-1,-20,5,-24,14,-1,4,-10
p53 reactivator,-13%,7%,4%,-8%,-2%,-9%,26%,-6%
NPC1 promoter act,-2%,-11%,2%,0%,-6%,1%,-1%,-8%
Menin-MLL TR inh,?,11%,22%,.,?,8%,-9%,-8%
ELG1 genotoxic,-9%,2%,0%,-9%,-3%,0%,?,0%

# Assay outcomes from PubChem.

# Not all compounds are listed; the hit share may differ from the screen's.
